From PubChem
KB-3-1 cytotox: kills parental KB-3-1 adenocarcinoma cells; KB-3-1 viability, CellTiter-Glo ATP luminescence, 72 h; 400,000 compounds, 1.4% hits; Potency, µM (top dose mostly 46.1 µM), for inactives: at the top dose activity change, negative = cytotoxic, actives largely listed as cytotoxic; note: potency is the fitted concentration of half-maximal effect; % is set by controls: 0 for no effect and ±100 for the full control effect; nearly all actives have a fitted effect of over 60% in size
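Parental KB-3-1 viability, qHTS format: 72 h compound exposure, 37 °C; CellTiter-Glo; media-only wells and DMSO plates as controls; concentration-effect fits on corrected data.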
HT1080 IDH1KD tx: toxicity to HT-1080 IDH1 knockdown cells (counter line). HT-1080 IDH1 knockdown viability, ATP luminescence, 48 h. Potency, µM (series often up to 46.1 µM), without a hit: top-dose activity, negative = toxicity, most hits filed as cytotoxic. 360,000 compounds, 2% hits. AID 686971;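 note: potency is the fitted concentration of half-maximal effect; 0% = DMSO wells and -100% = cell-free medium wells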
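Using the IDH1-knockdown HT-1080 line run in the same batch and compound series as the NT line, viability after 48 h at 37 °C was determined by CellTiter-Glo luminescence and expressed as % activity.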
KB-V1 MDR tox: KB-V1 MDR subline cytotoxicity | Potency, µM (titrated, usually from 46.1 µM), without a hit: at the highest dose activity change, negative = cytotoxicity, usual class: cytotoxic | 400,000 compounds, 3.4% hits | KB-V1 MDR cells viability, CellTiter-Glo, 72 h; note: potency is the fitted concentration of half-maximal effect; % is set by controls: 0 for no effect and ±100 for the full control effect; nearly all actives have a fitted effect of over 60% in size
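Following 72 h at 37 degrees C with compound, KB-V1 cell viability was read by CellTiter-Glo luminescence, medium being phenol-red-free DMEM plus 10% FBS; concentration-response parameters came from normalized, curve-fitted qHTS data.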
IL-1B inflam inh: blocks inflammasome-driven IL-1 beta release. THP-1 LPS/ATP IL-1B secretion, AlphaLISA, 16 h; active compounds read low. 360,000 compounds, 4.7% hits. activity change, % at 57.5 µM; in the data active = activity change below about -50%; inconclusive = mostly about -30% to -49%; note: % is set by controls: 0 for no effect and ±100 for the full control effect
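Secreted IL-1B measured by AlphaLISA bead assay after 16 h compound exposure of THP-1 cells; compounds (final up to 57.5 uM) added 1 h before LPS (250 ng/mL) and ATP (1.25 mM) stimulation; lower signal means less secretion.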
S2 tox: viability counter-screen for ATXN expression inhibitors | S2 cells (HEK-293 line with an ATXN2-luciferase reporter) viability, CellTiter-Fluor protease fluorescence, 24 h | Potency, µM (titrated, usually from 56.7 µM), hits mostly cytotoxic | 400,000 compounds, 0.49% hits | AID 651635; note: potency is the fitted concentration of half-maximal effect; nearly all actives have a fitted effect of over 40% in size
ATXN2 expr inh: ATXN2 expression inhibition. HEK-293 ATXN2-luciferase reporter, luminescence, 24 h. Potency, µM (doses to about 57 µM), inactives show at the highest dose activity change, negative = inhibition, actives largely listed as inhibitors. 360,000 compounds, 0.72% hits. AID 1745845; note: potency is the fitted concentration of half-maximal effect; % is set by controls: 0 for no effect and ±100 for the full control effect; nearly all actives have a fitted effect of over 55% in size
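ATXN2-luciferase reporter cells (luciferase flanked by upstream and downstream ATXN2 gene portions) were treated 24 h at 37 °C with compounds at up to 57 uM. SteadyGlo luminescence gave expression; GF-AFC fluorescence gave viability.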
HT1080-NT tox: kills 2HG-producing HT-1080-NT fibrosarcoma cells | 360,000 compounds, 1.6% hits | Potency, µM (highest dose often 46.1 µM), inactives show top-dose activity, negative = less viability, hits mostly cytotoxic | HT-1080-NT fibrosarcoma viability, CellTiter-Glo ATP luminescence, 48 h;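 note: NT is the 2HG producing partner of a matched IDH1 knockdown line; potency is the fitted concentration of half-maximal effect; 0% = DMSO-treated cells and -100% = media-only wells without cells; nearly all actives have a fitted effect of over 55% in size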
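Toxicity toward the 2HG-producing NT line was scored as %Activity, normalised to DMSO and no-cell wells, from CellTiter-Glo luminescence after 48 hours' treatment.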
MCF10A rereplic: DNA re-replication induction in MCF 10a cells. MCF 10A DNA re-replication, Hoechst nuclear intensity, 48 h. Potency, µM (series often up to 46.1 µM), for inactives: at the top dose activity, positive = re-replication, most hits filed as activators. 350,000 compounds, 2.9% hits; note: potency is the fitted concentration of half-maximal effect; % of control where 0% means no effect; nearly all actives have a fitted effect of over 50% in size
SW480 rerep: DNA re-replication induction in SW480 cells; SW480 DNA re-replication, Hoechst DNA content imaging, 48 h; Potency, µM (titrated, usually from 46.1 µM), for the others: at the highest dose re-replication activation, usual class: activators; 340,000 compounds, 1.8% hits; note: potency is the fitted concentration of half-maximal effect; % of control where 0% means no effect; nearly all actives have a fitted effect of over 55% in size
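Readout is total intensity of Hoechst-stained nuclei, excited at 405 nm and collected at 500-530 nm. Compound treatment lasted 48 hr at 37 C in 5% CO2 before staining.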
* marks the source's active call; other numbers are inactive results; i = inactive; ? = inconclusive; · = not tested or not shown; & = joins results of further samples; [ ] = another dose, or the depositor's remark. Unless noted, calls come from the whole dose curve; as a rule, active = well fitted curve in the direction sought with a large enough effect; inconclusive = small, poorly fitted or top-dose-only effect, or another doubt; inactive = no such curve, though single readings can be large; an effect the other way counts as inactive or inconclusive.

SMILES	KB-3-1 cytotox	HT1080 IDH1KD tx	KB-V1 MDR tox	IL-1B inflam inh	S2 tox	ATXN2 expr inh	HT1080-NT tox	MCF10A rereplic	SW480 rerep
O=C1NC[C@@H](Cc2ccc(O)cc2)N(CCCCC2CCCCC2)C1=O	-22%	1%	-11%	0	i	-4%	-3%	·	·
CC1CC(=O)Nc2cc([N+](=O)[O-])ccc2N1 (stereo not given)	-2%	4%	1%	58	i	8%	-3%	14%	-25%
COc1ccc(S(=O)(=O)N2CCC[C@H]2C(=O)NCc2ccc(Cl)cc2)cc1	-3%	6%	?	-10	i	·	-1%	8%	?
COc1ccc(N2CCN(CC(O)COC(c3ccccc3)c3ccccc3)CC2)cc1 (stereo not given)	1%	-16%	?	3	i	-18%	-8%	?	11%
CN(C(=O)NC1CCCCC1)[C@H]1C[C@H]2c3[nH]c4ccccc4c3CCN2C(=O)[C@H]1CO	6.5µM*	-25%	-31%	-8	i	-24%	-20%	·	·
Cc1ccc(CC(C)(O)CC(C)(O)Cc2ccc(C)cc2)cc1 (stereo not given)	11%	-10%	-6%	-3	i	·	-1%	·	·
N#CC(C#N)=Cc1c[nH]c(=O)c(C#N)c1Nc1ccccc1	21%	1%	2%	1	·	2%	-4%	?	?
Cc1cccc(CN2CCN(Cc3ccc(-n4cccn4)cc3)CC2CCO)n1 (stereo not given)	-14%	0%	?	10	i	·	2%	8%	5%
CCCS(=O)(=O)c1c(S(=O)(=O)CCC)c2c3ccccc3ccn2c1C(N)=O	15%	6%	13%	8	i	0%	-1%	-31%[0.0737 µM]	-10%
COc1ccc(-c2csc3ncnc(N4CCN(S(=O)(=O)c5ccc(C(C)=O)cc5)CC4)c23)cc1	?	?	-17%	-74*	i	-17%	-26%	1%	15%
Cc1ccc(CC(=O)OC(C)C(=O)NC2CCCCC2C)cc1C (stereo not given)	2%	8%	0%	-22	i	·	-2%	1%	-6%
Cc1ccc(CN2CCC(C(=O)NCCC(C)C)CC2)o1	-1%	-2%	-3%	-19	i	-5%	-9%	-1%	-3%
Cc1nn(-c2ccccc2)c(N2CCCC2)c1/C=N/NC(=S)Nc1ccccc1C(F)(F)F	-2%	3%	?	-11	i	-9%	3%	?	4%
Cc1cc(=O)[nH]c(SCC(=O)Nc2ccc(C)c(S(=O)(=O)N3CCCCC3)c2)n1	1%	-12%	-2%	49	i	0%	-1%	?	1%
CCCCc1nc2sc3c(c2c(=O)[nH]1)CC(C)(C)OC3	0%	3%	-14%	-11	i	-26%	0%	1%	-26%
COC(=O)/C=C1/SC(=Nc2ccc(C)cc2C)NC1=O	-10%	9%	-1%	-29	i	7%	9%	?	-2%
COc1cc(-c2nn3c(COc4ccccc4)nnc3s2)cc(OC)c1OC	16%	-5%	5.2µM*	42	i	-23%	-14%	8%	-5%
O=C(NCC1CCCO1)C1c2ccccc2C(=O)N1Cc1ccc2c(c1)OCO2 (stereo not given)	2%	2%	?	-15	i	5%	-1%	5%	12%
CCc1ccc(NS(=O)(=O)c2ccc3c(c2)CCN3C(=O)CCC(=O)O)cc1	-5%	-2%	17%	13	i	8%	-8%	15%	-10%
Cc1ccc(-c2csc3ncn(CC(=O)N4CCOCC4)c(=O)c23)cc1	0%	0%	0%	-18	i	-4%	0%	5%	3%[9.22 µM]
CCCn1c(=O)c(C(=O)c2ccccc2)nc2ccccc21	-5%	2%	0%	-6	i	2%	-2%	-1%	-2%
O=C(CNCc1ccccc1)NC1C2CC3CC(C2)CC1C3 (stereo not given)	-2%	-9%	-39%	-4	i	19%	-10%	21%	-1%
COc1ccc(CNC(=O)c2ccc(CS(=O)(=O)c3ccc(Br)cc3)o2)cc1	23%	5%	15%	-22	i	-11%	0%	-1%	-5%
COc1ccc(Cl)cc1NC(=O)C[n+]1ccccc1	26%	0%	0%	-17	?	1%	0%	0%	2%
COc1ccc(C(=O)Nc2cc3c4c(c2)C(C)C(=O)N4CCC3)c(OC)c1 (stereo not given)	-10%	10%	-16%	-13	i	3%	8%	23%	-190%[inhibitor]
Cc1ccc(NC2CCCN(C(=O)c3cn4cccc(C)c4n3)C2)cc1C (stereo not given)	21%	15%	?	0	?	0%	12%	-1%	1%
CCOC(=O)c1ccc(NC(=O)c2cc3sccc3n2Cc2ccc(Cl)cc2)cc1	-5%	·	-3%	·	i	-5%	·	·	·
CCOC(=O)c1nn(-c2ccccc2)c(C)c1C(C)=O	-1%	15%	6%	0	i	-1%	-2%	0%	1%
CC1=CS(=O)(=O)CC1Sc1nc(C)n[nH]1 (stereo not given)	3%	0%	?	5	i	·	-1%	15%	-60%[inhibitor]
CC(C)C(=O)Nc1nnc(S(=O)(=O)N2c3ccccc3CC2C)s1 (stereo not given)	?	3%	26%&-1%	8	i	0%&-26%	6%	5%	-10%
CC(C)(C)c1ccc(C2CC2C(=O)N/N=C\c2cc3ccccc3nc2Cl)cc1 (stereo not given)	-5%	4%	10µM*	8	i	7%	9%	11%	-7%
Nc1cc(-c2nc3ncccc3o2)ccc1Cl	0%	0%	?	18	i	60%[activator]	-1%	-2%	-4%
CS(=O)(=O)N1CCC(C(=O)Nc2ccccc2Br)CC1	1%	15%	11%	-2	i	·	1%	1%	-6%
COc1ccc(CN(CC(=O)NC2CCCC2)C(=O)CCC(=O)Nc2cc(C)on2)cc1	1%	0%	16%	7	i	-8%	-2%	11%	2%
CC(=O)Nc1ccc(S(=O)(=O)NCCc2ccc(S(N)(=O)=O)cc2)cc1	-1%	2%	-24%	-1	i	0%	14%	10%	0%
O=c1c(N2CCCCC2)csc2ccc(F)cc12	3%	·	22%	·	i	21%	·	·	·
CSc1cc(CS(=O)(=O)c2ccccc2)nc(-c2ccccc2)n1	-2%	3%	-5%	19	i	-16%	5%	7%	3%
O=C1NC2(CCCC2)N=C1c1ccc(Cl)cc1	-19%	-1%	?	-4	i	15%	8%	-5%	-5%
Cc1cc(=O)n2[nH]c(Nc3cccc(Cl)c3)nc2n1	?	-9%	8%	0	i	·	0%	-1%	24%
c1ccc2sc(SSc3nc4ccccc4s3)nc2c1	·	·	·	·	i	13%[25.6 µM]	·	-2%	-1%
COc1cc2c(C(=O)N3CCN(c4cccc(Cl)c4)CC3)cn(CC(C)C)c(=O)c2cc1OC	?	?	-25%	0	i	-23%	-23%	12%	5%
COc1ccc(NC(=S)NC(=O)Cc2ccccc2)c(OC)c1	-14%	7%	-26%	16	i	7%	20%	6%	4%
O=C(O)CSc1nnc(-c2ccco2)o1	3%	12%	11%	0	i	-8%	11%	2%	-2%
Clc1ccc(CSc2ccc(-c3ccco3)nn2)cc1	1%	-8%	7%	0	i	·	0%	0%	2%
CN(C(=O)c1ccc(NC(=O)Cc2ccc(NC(=O)C3CCCN(C(=O)CCc4ccccc4)C3)cc2)cc1)C1CC1 (stereo not given)	?	-20%	18%	-1	i	-9%	-2%	-6%	8%
N#CCCN1CCNCC1	2%	16%	-5%	29	i	0%	15%	-4%	2%
O=C(NNc1nc2c(F)cccc2s1)c1cc(=O)c2ccccc2o1	-5%	-20%	-7%	0	i	24%	-9%	?	0%
COc1ccc(C(=O)COC(=O)C2COc3ccccc3O2)c(OC)c1 (stereo not given)	1%	12%	7%	11	i	·	9%	·	·
OC(CN1C2=NCCN2c2ccccc21)c1ccc(Br)cc1 (stereo not given)	-8%	-24%	0%	-62*	i	-23%	-17%	-4%	-3%
Cc1ccc(S(=O)(=O)Nc2ccc3nc(-c4ccc(F)cc4)oc3c2)cc1	-2%	·	1%	·	i	?	·	·	·
CC(=O)OCC1OC(Sc2cccc3cccnc23)C(OC(C)=O)C(OC(C)=O)C1OC(C)=O (stereo not given)	-1%	-17%	6%	-97*	i	-1%	?	12%	?
CC1COCC(C)N1C(=O)c1cccnc1 (stereo not given)	7%	9%	13%	0	i	·	3%	·	·
COc1cccc(/C=N/NC(=O)Cn2cnc3c2c(=O)n(C)c(=O)n3C)c1	-3%	7%	?	17	i	0%	17%	-7%	-6%
CCOc1cc2[nH]c(=S)n(CCc3ccc(OC)c(OC)c3)c(=O)c2cc1OCC	?	-5%	?	0	·	·	-3%	13%	-1%
Cc1cc2cc(CCNC(=O)CCc3ccccc3)c(=O)[nH]c2cc1C	-9%	0%	-1%	-11	i	-12%	6%	-1%	-8%
CC(=O)c1cccc(NC(=O)CN2C(=O)CCc3cc(S(=O)(=O)N4CCCCC4)ccc32)c1	?	·	11%	·	i	1%	·	·	·
O=C(NC(=S)N1CCCCC1)c1cccnc1	20%	14%	12%	25	i	0%	14%	-1%	-8%
O=C(CSc1nnc2scc(-c3ccccc3)n12)c1ccc2c(c1)OCCO2	-6%	12%	7%	21	i	7%	13%	1%	-18%
O=C1c2ccccc2CCC12N=NCC2c1ccccc1 (stereo not given)	-22%	-23%	-18%	-7	i	4%	0%	6%	2%
CC(=O)c1c(C)[nH]c(C(=O)COc2ccc3ccc(=O)oc3c2)c1C	-4%	-8%	?	-10	i	-34%	-2%	19%	-2%

3 of the compounds above, field by field:
smiles: O=C(NNc1nc2c(F)cccc2s1)c1cc(=O)c2ccccc2o1
- KB-3-1 cytotox: -5%
- HT1080 IDH1KD tx: -20%
- KB-V1 MDR tox: -7%
- IL-1B inflam inh: 0
- S2 tox: i
- ATXN2 expr inh: 24%
- HT1080-NT tox: -9%
- MCF10A rereplic: ?
- SW480 rerep: 0%

smiles: COc1ccc(C(=O)COC(=O)C2COc3ccccc3O2)c(OC)c1 (stereo not given)
- KB-3-1 cytotox: 1%
- HT1080 IDH1KD tx: 12%
- KB-V1 MDR tox: 7%
- IL-1B inflam inh: 11
- S2 tox: i
- ATXN2 expr inh: ·
- HT1080-NT tox: 9%
- MCF10A rereplic: ·
- SW480 rerep: ·

smiles: OC(CN1C2=NCCN2c2ccccc21)c1ccc(Br)cc1 (stereo not given)
- KB-3-1 cytotox: -8%
- HT1080 IDH1KD tx: -24%
- KB-V1 MDR tox: 0%
- IL-1B inflam inh: -62*
- S2 tox: i
- ATXN2 expr inh: -23%
- HT1080-NT tox: -17%
- MCF10A rereplic: -4%
- SW480 rerep: -3%
